Bioassay records as filed in PubChem BioAssay.
GalR3 antag – antagonists of human GalR3; inhibition, % at 3 µM; 360,000 compounds, 0.44% hits; HEK293 GalR3-CNG cAMP membrane potential fluorescence; galR3 body fused to GalR1 C-terminus;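 active means inhibition above the screen-wide average plus 3 SD, cut at about 13% in these data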;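 further: forskolin and galanin both at EC90 stimulate the cells; cAMP rise reported by CNG channel membrane potential dye signal; 0% = forskolin plus galanin with DMSO and 100% = forskolin alone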
Target sequence (O60755 1-299 limits assumed): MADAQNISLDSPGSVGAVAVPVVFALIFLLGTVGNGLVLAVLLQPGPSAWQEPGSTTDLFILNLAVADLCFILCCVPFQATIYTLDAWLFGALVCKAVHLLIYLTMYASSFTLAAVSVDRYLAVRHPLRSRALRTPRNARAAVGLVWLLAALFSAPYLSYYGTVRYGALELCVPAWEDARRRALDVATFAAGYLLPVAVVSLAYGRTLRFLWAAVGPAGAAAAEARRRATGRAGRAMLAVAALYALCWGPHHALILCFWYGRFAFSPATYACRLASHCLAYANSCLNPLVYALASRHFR
V1aR counter – activates human V1a receptor in oxytocin agonist counter-screen; P37288; CHO-V1R cells, Fluo-8 calcium fluorescence, agonist mode; 0% DMSO, 100% 3 nM vasopressin; activation, % at 3 µM; 320,000 compounds, 0.25% hits;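 active means activation above the mean activation of all tested compounds plus 3 SD, per screening run, cut at about 20% in these data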;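 further: signal is peak over basal fluorescence ratio across a 100 second FLIPR read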
OXTR agonist – activates the human oxytocin receptor. activation, % at 3 µM. CHO-OTR cells, Fluo-8 calcium fluorescence; normalized: DMSO 0%, oxytocin 100%. AID 2435. 320,000 compounds, 0.32% hits;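 active means activation above the mean of all tested compounds plus 3 SD, cutoff set per screening run, cut at about 20% in these data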;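 further: peak over basal fluorescence ratio from a 100 s FLIPR kinetic read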
Target sequence (P30559 whole entry, looked up): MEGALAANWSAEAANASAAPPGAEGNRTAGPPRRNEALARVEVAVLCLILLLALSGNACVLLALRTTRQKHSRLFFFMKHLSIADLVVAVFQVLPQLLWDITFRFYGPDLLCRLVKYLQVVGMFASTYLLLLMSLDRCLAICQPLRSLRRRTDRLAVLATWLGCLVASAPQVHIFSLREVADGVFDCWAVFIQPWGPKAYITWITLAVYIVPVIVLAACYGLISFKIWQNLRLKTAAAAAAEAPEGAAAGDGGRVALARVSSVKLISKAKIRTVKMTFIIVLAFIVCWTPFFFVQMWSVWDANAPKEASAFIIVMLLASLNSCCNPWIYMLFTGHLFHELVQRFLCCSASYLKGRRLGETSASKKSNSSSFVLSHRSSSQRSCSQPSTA
Starred values were filed as active, the others as inactive.

Values run as follows: GalR3 antag	V1aR counter	OXTR agonist
C[C@H](CO)N1C[C@H](C)[C@H](CN(C)CC2CC2)Oc2ccc(NC(=O)CCN3CCOCC3)cc2C1=O
→ -2	2.0	0.3
COc1cc2c(cc1OC)C(C)N(CCc1ccc(Cl)cc1)CC2 (centres undefined)
→ -7	-1.9	2.2
COc1ccc2oc(C(=O)Nc3nnc(C)s3)c(C)c2c1
→ -1	0.9	-0.1
CC(C)(C)[C@H]1C=C(C(=O)O)O[C@@H](OCCCCO)C1
→ -5	-0.2	1.4
CN(C(=O)c1cccc(S(=O)(=O)N2CCCCC2)c1)C1CCS(=O)(=O)C1 (centres undefined)
→ 3	1.0	0.6
CN(CC(=O)Nc1cccc(F)c1)C(=O)Cn1c(=O)oc2ccccc21
→ -5	0.4	1.7
C=CCOc1ccc(/C=C/C(=O)OCC(=O)NCc2ccco2)cc1
→ -4	7.7	4.2
COc1ccc(N(C)S(=O)(=O)c2cccc(C(=O)Nc3nnc(C)s3)c2)cc1
→ -5	-0.7	-0.6
O=C(CN1CCCC1c1cccs1)N1CCN(S(=O)(=O)c2cccc(F)c2)CC1 (centres undefined)
→ -4	0.4	0.3
Cc1ccc(C(CNS(=O)(=O)c2ccc([N+](=O)[O-])cc2)N2CCN(C)CC2)cc1 (centres undefined)
→ -6	1.4	2.8
Cc1ccnc2nc(C(=O)OCC(=O)Nc3ccc([N+](=O)[O-])cc3Br)nn12
→ -4	0.9	0.2
CCc1noc(C)c1C(=O)N1CCCSC1=Nc1ccccc1
→ -5	-1.4	-2.4
CCOc1ccc(C(=O)COC(=O)c2cc(=O)[nH]c3ccccc23)cc1
→ 4	-1.5	-2.6
CN1CCN(c2ccc(S(=O)(=O)N3CCCCC3)cc2NC(=O)COc2ccc([N+](=O)[O-])cc2)CC1
→ -3	-1.2	0.8
CN(C)CCNC(=O)c1c(CSc2ccc(Cl)cc2)noc1C(=O)NCc1ccccc1
→ -10	1.8	1.0
Cc1ccc(NC(=S)NCc2ccccc2)cc1C
→ -7	-1.4	2.0
CN(CC(=O)NC(=O)NC1CCCCC1)c1ccccc1
→ -7	-0.3	-1.1
CS(=O)(=O)c1ccc(NC(=O)c2ccc3c(c2)S(=O)(=O)N=C2CCCCCN23)cc1
→ -3	0.2	-0.2
CC(NC(=O)COC(=O)C12CC3CC(CC(O)(C3)C1)C2)c1ccccc1 (centres undefined)
→ -2	2.0	0.1
COC(=O)[C@]1(C)N[C@H](c2ccc(-c3cccc(Cl)c3)cc2)[C@@H]2C(=O)N(C)C(=O)[C@@H]21
→ 2	1.5	6.3
CCOc1ccc(CCNC(=O)c2cccc(S(=O)(=O)N3CCCCC3)c2)cc1OCC
→ -2	2.3	-1.8
CCN(C(=O)COC(=O)CCC(=O)c1cccs1)C1CCCCC1
→ -8	2.2	3.3
CCCn1c(SC(C)C(=O)NCC2CCCO2)nc2sc3c(c2c1=O)CCC3 (centres undefined)
→ 0	-1.6	-2.3
O=C(NNC(=O)c1cc(Cl)ccc1O)c1ccc(NS(=O)(=O)c2cccs2)cc1
→ -4	1.0	1.3
CCN(C[C@H]1N[C@@](CC)(C(=O)OC)[C@H]2C(=O)N(Cc3ccccc3)C(=O)[C@@H]12)C(=O)c1ccc(C(C)(C)C)cc1
→ -7	-1.6	-2.7
CC(C)N1CCN(C(=O)c2ccc([N+](=O)[O-])cc2)CC1
→ -3	0.5	0.2
CCNC(=O)Cc1ccc(S(=O)(=O)N2CCOCC2)s1
→ 1	-0.3	-0.1
CCCCc1ccc(NC(=O)CSc2nc(=O)n(CCN(CC)CC)c3c2CCCC3)cc1
→ -3	-1.6	-1.1
CCc1cc(C(=O)NCC(C)(C)N2CCOCC2)sc1C
→ -3	-0.3	1.8
CCN(c1ccccc1)S(=O)(=O)c1ccc(C(=O)Nc2cccc(C)n2)cc1
→ -2	2.4	0.0
Cc1nc2ccccc2c(=O)n1-c1ccc(NS(=O)(=O)c2ccc(F)cc2)cc1
→ 1	0.5	0.1
O=C(NCCS(=O)(=O)NCc1ccc2c(c1)OCO2)c1ccccc1
→ -2	0.6	-0.4
CCOC(=O)c1sc2nc(C)nc(N3CCN(S(=O)(=O)c4ccccc4)CC3)c2c1C
→ -7	1.4	0.8
O=C1CC(NS(=O)(=O)c2cccnc2)CN1c1cccc(F)c1 (centres undefined)
→ -3	0.0	0.7
O=C(Nc1ccncc1)c1cc(S(=O)(=O)N2CCN(c3ccccc3)CC2)ccc1Cl
→ -3	4.2	1.2
Brc1ccc(CN2CCCCCC2)cc1
→ -3	1.1	-1.1
O=C(COC(=O)CCC(=O)c1ccc(F)cc1)NC1CCCCC1
→ -6	-0.2	-0.9
CCc1noc(C)c1C(=O)NNC(=O)c1nn(CC)c(=O)c2ccccc12
→ -4	0.1	-2.4
Cc1ccc(C)c(NC(=O)COC(=O)c2nn(C)c(=O)c3ccccc23)c1
→ -2	1.8	0.9
COc1ccc(C(=O)Nc2c(O)ccc3ccccc23)cc1OC
→ 0	0.3	1.4
O=C(CCNS(=O)(=O)c1ccccc1F)NC1CCCCCC1
→ -1	1.1	0.1
COc1ccc(S(=O)(=O)N2CCC3(CC2)CC(=O)c2ccccc2O3)cc1
→ -2	5.4	0.8
CCOC(=O)C1CCCCN1C(=O)/C(=C/c1ccc(OC)cc1)c1ccc(OC)c(OC)c1 (centres undefined)
→ -4	-0.2	-1.2
Cc1ccc(Cl)cc1NC(=O)COC(=O)CC1CCCCC1
→ -3	-1.0	-1.8
O=C(Nc1ccc2c(c1)CCC2)c1cccc(OC(F)F)c1
→ -3	-1.1	-2.5
CCOc1ncccc1C(=O)Nc1cc(S(=O)(=O)N2CCOCC2)ccc1OCC(F)(F)F
→ -4	-0.4	-0.9
CN(Cc1ccccc1)C(=O)c1[nH]cnc1C(=O)Nc1cccc(Cl)c1
→ -1	-0.9	-1.6
C[C@H]1CCC(=O)N([C@H](CSc2ccc(Br)cc2)Cc2ccccc2)CC1
→ -9	-1.9	-1.4
CC(=O)c1cccc(S(=O)(=O)N2CCC(C(=O)Oc3ccc(-c4nnco4)cc3)CC2)c1
→ -4	1.0	1.4
CN(Cc1cccc(F)c1)C(=O)c1cc(S(=O)(=O)N2CCOCC2)ccc1N1CCCC1
→ -3	1.7	-0.1

Quoted at random: 3 entries already listed
Values run as follows: GalR3 antag	V1aR counter	OXTR agonist
C[C@H](CO)N1C[C@H](C)[C@H](CN(C)CC2CC2)Oc2ccc(NC(=O)CCN3CCOCC3)cc2C1=O
→ -2	2.0	0.3
CCOc1ncccc1C(=O)Nc1cc(S(=O)(=O)N2CCOCC2)ccc1OCC(F)(F)F
→ -4	-0.4	-0.9
Cc1ccc(C(CNS(=O)(=O)c2ccc([N+](=O)[O-])cc2)N2CCN(C)CC2)cc1 (centres undefined)
→ -6	1.4	2.8

The list continues.
Values run as follows: GalR3 antag	V1aR counter	OXTR agonist
Cc1ccc(C(=O)N(C)Cc2nc3ccccc3c(=O)[nH]2)cc1NC(=O)c1ccco1
→ -3	0.8	1.4
COCc1cccc(C2=CC(=O)C[C@H](c3ccc(F)cc3)C2)c1
→ -4	-1.0	5.3
CN(C(=O)COC(=O)c1cccc(Cl)c1)C1CCS(=O)(=O)C1 (centres undefined)
→ -6	0.9	0.7
O=C(Cn1[nH]c(=O)c2ccccc2c1=O)OCC(=O)c1ccccc1Cl
→ 2	0.7	2.7
NS(=O)(=O)c1ccc(N2CCOCC2)c(C(=O)NCc2cccs2)c1
→ 0	1.1	1.1
Cc1ccnc2nc(C(=O)OCC(=O)NCc3cccc(Cl)c3)nn12
→ -3	-0.4	0.3
Cc1nc2c(C)cccn2c(=O)c1NC(=O)c1ccco1
→ -4	-0.6	-0.1
O=C(COC(=O)Cc1ccc([N+](=O)[O-])cc1)NC1CCCCCC1
→ -5	1.0	1.5
CCN1C(=NCCc2ccccn2)N[C@@H](c2cccc(C(F)(F)F)c2)C(C(=O)OC)=C1C
→ -7	0.3	1.9
O=C(OCC(=O)N1CCC(Cc2ccccc2)CC1)c1cncc(Br)c1
→ -6	2.3	0.9
O=C(NCCN1CCN(C(=O)c2cccc(OC(F)F)c2)CC1)c1cccc(OC(F)F)c1
→ -6	-0.3	-0.3
CCOc1ccc(C(=O)NCC(=O)NCC(c2ccc(OC)cc2)N2CCOCC2)cc1OCC (centres undefined)
→ -5	-1.0	-0.4
CCOc1ccc(C(C)NC(=O)CN2C(=O)NC3(CCCCC3)C2=O)cc1OCC (centres undefined)
→ 7	-0.4	0.2
O=C1O[C@@H]([C@H](O)CO)C(O)=C1O
→ -3	-0.3	-0.2
Cc1ccc(S(=O)(=O)N2CCC(C(=O)OC(C)C(=O)NC3CCCCC3C)CC2)cc1C (centres undefined)
→ -2	2.0	-1.1
CCOc1ccc(CCNC(=O)Cc2ccc(S(=O)(=O)N3CCOCC3)s2)cc1OCC
→ -2	-1.5	-0.6
COc1cccc(CC(=O)OCC(=O)c2cc(OC)ccc2OC)c1
→ -3	0.3	-0.9
CCCCc1nnc(NC(=O)c2ccc(N3CCCC3=O)cc2)s1
→ -4	1.0	1.9
O=C(CSc1nnc2ccccn12)Nc1ccc(N2CCOCC2)cc1
→ -1	2.2	1.4
C(#Cc1ccc2c(c1)COc1c3ccccc3nn1-2)c1ccccc1
→ 1	1.1	-0.7
O=C(O)Cn1cnc2c(OCc3ccccc3)ncnc21
→ -1	1.7	1.3
O=C(NCC1COc2ccccc2O1)c1cccc(S(=O)(=O)NCc2ccccc2)c1 (centres undefined)
→ -3	2.9	1.4
CCO[C@H]1OC(C(=O)NCc2nc3ccccc3[nH]2)=C[C@@H](c2cn(C(C)=O)c3ccccc23)[C@@H]1CCCO
→ -2	1.2	-0.6
Cc1ccc(S(=O)(=O)N2CCOCC2)cc1NC(=O)Cn1nc(C)c([N+](=O)[O-])c1C
→ -2	-1.0	-0.7
O=C1CCc2cc(NS(=O)(=O)c3ccc(F)cc3)cc3c2N1CC3
→ -5	-1.1	0.4
CC1CN(C(=O)c2cc(S(=O)(=O)N3CCN(c4ccccc4)CC3)ccc2Cl)CC(C)O1 (centres undefined)
→ -4	0.3	-1.2
Cc1noc(C)c1COc1ccccc1C(=O)N(C)Cc1ccc(C(C)(C)C)cc1
→ -3	13	1.9
COc1c2ccoc2cc2oc(=O)ccc12
→ -4	-0.4	-0.8
O=C(Nc1cccc(S(=O)(=O)N2CCCCC2)c1)c1ccc(Cl)nc1
→ -6	10	12
CC(C)NC(=O)N(C)C[C@H]1Oc2ccc(NS(=O)(=O)c3cccs3)cc2C(=O)N([C@H](C)CO)C[C@@H]1C
→ -2	1.1	3.0
Cc1cc(C)c(NC(=O)CSc2cccc[n+]2[O-])c(C)c1
→ -3	1.3	1.0
O=C(CN1C(=O)NC(c2ccccc2)(c2ccccc2)C1=O)NCCc1ccc(F)cc1
→ 1	-0.2	1.3
CN(CC(=O)Nc1ccccc1C(F)(F)F)C(=O)CCc1nc2ccccc2c(=O)[nH]1
→ 3	-1.1	-0.7
CCCCCOc1cccc(C2C(C(=O)c3cccs3)=C(O)C(=O)N2CCN2CCOCC2)c1 (centres undefined)
→ 2	0.9	3.1
Cc1ccc(NC(=O)COC(=O)C2CC2)cc1Cl
→ -4	-0.5	-0.3
CCCCN(C(=O)c1ccc(COc2ccccc2)o1)c1c(N)n(CC(C)C)c(=O)[nH]c1=O
→ -7	-0.4	-0.4
CCC(C)CCN1C(N(C)C)=NC[C@@H]1Cc1ccccc1 (some centres undefined)
→ -3	0.4	-0.4
CC(=O)Nc1ccc(C(=O)OCC(=O)N2CCCC2=O)cc1
→ -2	1.5	2.8
O=S(=O)(c1ccccc1)c1nc(-c2ccccc2Cl)oc1NCCCN1CCOCC1
→ -6	1.7	2.1
O=C(CSc1ccccn1)Nc1ccc2[nH]c(=O)[nH]c2c1
→ -3	0.6	0.1
CSc1cccc(Nc2ccc(S(=O)(=O)N3CCOCC3)cc2[N+](=O)[O-])c1
→ -2	-0.5	-2.5
CCCCCC(=O)Nc1cccc(S(=O)(=O)NC2=NCCCCC2)c1
→ -3	0.7	0.0
Cc1ccccc1NC(=O)Cc1nc(-c2c[nH]c(C(=O)N3CCCC3)c2)cs1
→ 1	0.9	-0.1
O=C(C1CC(=O)N(c2ccc3c(c2)OCCO3)C1)N1CCN(Cc2ccccc2)CC1 (centres undefined)
→ -5	1.9	0.8
Cc1ccc2nc(SCC(=O)Nc3ccccc3F)nc(=O)n2c1
→ 6	0.8	1.3
COc1ccc2sc(N(CCCN(C)C)C(=O)c3ccc(S(=O)(=O)N(C)Cc4ccccc4)cc3)nc2c1
→ -1	0.7	5.5
O=C(N[C@H]1C/C=C\C[C@@H](CC(=O)N(CCO)Cc2ccccc2)C(=O)NC[C@H](c2ccccc2)OC1=O)OCC1c2ccccc2-c2ccccc21
→ 5	0.5	1.7

Only part of the results is shown. The share of hits here may be higher or lower than overall.
